Screening results from PubChem.
NCI-60 one-dose screen, 48 h, at 10 µM unless noted. Numbers give growth in % (100 = growth as untreated, 0 = no growth, -100 = all killed).
NCI/ADR-RES: NCI/ADR-RES ovarian cells. 4.4% of 81,000 active. AID 1794790
SK-OV-3: SK-OV-3 ovarian cancer cells | 3.2% of 80,000 active
IGROV1: IGROV1 ovarian cancer | 4.7% of 79,000 active | AID 1794786
OVCAR-5: OVCAR-5 ovarian cancer. 2.9% of 82,000 active
OVCAR-3: OVCAR-3 ovarian cancer. 7% of 79,000 active
DU-145: DU-145 prostate cancer | 4.2% of 81,000 active
OVCAR-8: OVCAR-8 ovarian cancer | 4.4% of 81,000 active | AID 1794782
OVCAR-4: OVCAR-4 ovarian cancer cells; 3.7% of 80,000 active; AID 1794784
Numbers without * were called inactive; nt = no result given; & = joins results of further samples. Rule for the calls: active = growth percent below 10; inactive = the rest.

cpd	canonical_smiles	NCI/ADR-RES	SK-OV-3	IGROV1	OVCAR-5	OVCAR-3	DU-145	OVCAR-8	OVCAR-4
1	CCCCc1ccc(NC(=O)C(F)(F)F)cc1	102.5	108.8	112.8	99.6	105.6	100.5	95.1	113.6
2	C=CCSC1=NC2C(N(CC)C(=O)N2CC)N1/N=C/C=C/c1ccccc1[N+](=O)[O-] (stereo not drawn)	91.0	112.2	99.9	91.8	110.4	102.0	96.9	93.0
3	COc1cccc(/C=C2\COc3ccc(O)cc3C2=O)c1OC	63.2	92.9	67.5	89.7	41.2	45.1	69.0	92.5
4	Cc1ccc(NC(=O)NNC(=O)/C=C/c2cn(-c3ccccc3)nc2-c2ccccc2)cc1	103.2	101.1	97.4	106.2	113.0	104.3	96.4	104.4
5	CCn1c(C)nc2cc(C(N)=O)ccc21	97.0	105.3	109.2	92.6	105.1	110.4	96.2	98.2
6	Fc1ccc(/C=C/c2cc(/C=C/c3ccc(F)cc3)n(-c3ccccc3)n2)cc1	101.1	96.1	80.9	105.4	95.5	98.0	92.3	97.2
7	CC(=O)N(C)c1cc([N+](=O)[O-])ccc1OCc1ccccc1	105.5	102.1	123.8	94.3	105.4	103.7	103.9	111.2
8	CC(O)C(=O)OCCOc1ccc(Cl)cc1Cl (stereo not drawn)	101.2	98.5	101.2	104.0	108.8	112.9	95.6	106.7
9	CNCCOC(c1ccccc1)c1ccccc1C (stereo not drawn)	106.5&106.2	99.2&98.7	142.9	93.4&96.0	107.2&109.7	113.1&110.4	93.9&101.5	101.5&110.8
10	O=C(CN1CCCCCC1)Nc1nc2ccc(NCc3ccc(F)cc3)cc2s1	95.3	90.3	97.3	97.6	89.7	99.6	92.4	72.0
11	N[C@H](CS)C(=O)O	112.4	106.9	nt	103.2	121.9	121.0	nt	101.7
12	Cc1ccc(-c2nn(-c3ccccc3)cc2/C=C/C(=O)OCc2cn(-c3ccc(C)cc3)nn2)cc1	81.9	109.3	92.1	100.1	107.8	99.5	88.7	81.4
13	C=C(C)[C@@H]1CC[C@]2(C)[C@H](C(=O)C=C3[C@@H]4C[C@](C)(C(=O)OC)CC[C@]4(C)CC[C@]32C)[C@@]1(C)CC/C(N)=N/O	98.2	120.4	96.7	128.0	114.4	102.0	98.2	100.9
14	O=S(=O)(NCCNc1cc(-c2cn(-c3ccccc3)nc2-c2ccccc2)ccn1)c1ccc(F)cc1	81.3	92.1	98.0	105.6	94.7	88.3	83.0	85.6
15	CCOC(=O)/C=C/C(=O)N1CCN(C(=O)/C=C/C(=O)OCC)C(C)C1 (stereo not drawn)	113.3	108.9	123.4	136.6	102.4	108.2	106.6	114.8
16	Cc1cc(C)n(-c2cn3c(-c4ccc(Cl)cc4)csc3n2)n1	100.0	93.4	107.5	109.3	107.0	112.8	91.5	81.9
17	CC(C)(C)c1cc(Br)c(O)c(CNc2ccccc2)c1	92.7	116.6	106.3	98.9	99.9	nt	100.6	92.8
18	N#Cc1nn(-c2ccc(Cl)cc2)nc1N1CCCCC1	110.7	100.2	109.1	118.1	112.2	103.7	106.9	110.0
19	O=[N+]([O-])CC1(O)CCCCC1	111.5	112.2	122.3	113.0	121.0	121.0	105.0	116.5
20	COc1ccc(-c2cc(-c3nnc(SCC(=O)Nc4ccc(C(C)=O)cc4)o3)c3ccccc3n2)cc1	6.0*	17.8	9.7*	71.4	-20.6*	6.3*	-21.0*	-49.6*
21	CC(=O)c1c(C)n(-c2ccccc2)c2c1c(-c1ccc(C)o1)nc1ccccc12	86.3	97.7	86.2	76.5	98.4	90.8	86.3	85.4
22	OC(COc1ccc(Cl)cc1)CN1CCN(c2cccc(Cl)c2)CC1 (stereo not drawn)	109.7	98.4	93.7	92.6	128.1	108.0	98.2	104.0
23	O=S(=O)(CS(=O)(=O)c1ccccc1Br)c1ccccc1Br	105.5	117.4	120.8	120.4	106.0	104.8	95.5	99.1
24	CC(=O)c1c(C)nc2ccccc2c1/C=C/c1ccc(C)cc1	84.2	81.5	77.7	90.8	98.3	102.8	88.2	64.9

In another format: results already given
The line under a structure holds: NCI/ADR-RES	SK-OV-3	IGROV1	OVCAR-5	OVCAR-3	DU-145	OVCAR-8	OVCAR-4
2. C=CCSC1=NC2C(N(CC)C(=O)N2CC)N1/N=C/C=C/c1ccccc1[N+](=O)[O-] (stereo not drawn)
→ 91.0	112.2	99.9	91.8	110.4	102.0	96.9	93.0
22. OC(COc1ccc(Cl)cc1)CN1CCN(c2cccc(Cl)c2)CC1 (stereo not drawn)
→ 109.7	98.4	93.7	92.6	128.1	108.0	98.2	104.0
14. O=S(=O)(NCCNc1cc(-c2cn(-c3ccccc3)nc2-c2ccccc2)ccn1)c1ccc(F)cc1
→ 81.3	92.1	98.0	105.6	94.7	88.3	83.0	85.6
4. Cc1ccc(NC(=O)NNC(=O)/C=C/c2cn(-c3ccccc3)nc2-c2ccccc2)cc1
→ 103.2	101.1	97.4	106.2	113.0	104.3	96.4	104.4

Next part
cpd	canonical_smiles	NCI/ADR-RES	SK-OV-3	IGROV1	OVCAR-5	OVCAR-3	DU-145	OVCAR-8	OVCAR-4
25	Cc1nc2c(cnn2-c2ccccc2)c(=O)n1-c1ccc(NCC(=O)c2ccc(Cl)cc2)cc1	81.9	101.9	88.9	112.2	76.9	77.9	61.4	51.1
26	C=CCn1cc(/C=C/C(=O)c2cc3ccccc3oc2=O)c2ccccc21	92.5	133.5	78.4	115.7	119.3	112.7	109.0	116.7
27	COc1cc(/C=N/Nc2cccc(Br)c2)cc(OC)c1OC	53.5	90.8	72.2	66.0	nt	77.3	52.8	56.3
28	N=C(N)SCc1c2ccccc2c(CSC(=N)N)c2ccccc12	103.2	81.4	80.6	101.8	93.5	63.9	60.7	80.6
29	COc1ccc(-c2nc3sc(C)nn3c2/C=C2/C(=O)Nc3ccc(Cl)cc32)cc1	97.9	91.3	78.4	93.8	99.7	100.3	77.6	72.4
30	Oc1ccc(/C=N/Nc2ccc3nnc(-c4ccccc4)n3n2)cc1	58.9	108.6	78.8	110.9	64.3	85.9	75.0	73.1
31	CCOc1ccc(/C=C/C=N/NC(N)=S)cc1	82.6	109.5	53.5	90.9	73.7	92.9	100.0	73.2
32	OCc1cnccc1NCCCCOc1ccccc1	102.9	102.7	95.6	101.3	98.3	104.7	107.7	108.1

Continued:
cpd	Structure	NCI/ADR-RES	SK-OV-3	IGROV1	OVCAR-5	OVCAR-3	DU-145	OVCAR-8	OVCAR-4
33	CCCCOC(=O)c1ccc(Cl)c(Cl)c1	105.0	92.1	100.1	102.2	121.9	125.6	100.1	106.2
34	N#Cc1c(-c2ccc(Cl)cc2)nc(SCC(=O)NC2=NN=C(c3ccccc3)CS2)[nH]c1=O	86.7	47.5	90.4	112.3	83.7	105.0	101.2	83.4
35	CCOC1=CC(=O)OC(c2ccccc2)C1 (stereo not drawn)	102.1	113.0	117.9	91.5	111.1	105.9	103.7	113.2
36	COc1cc(-c2nc(N=Nc3c(O)[nH]c4ccc(C)cc34)[nH]c(=O)c2C#N)cc(OC)c1OC	103.0	103.7	98.8	98.6	93.3	107.9	94.6	99.0
37	COC1=C(NCc2ccccc2)C(=O)C(OC)=C(NCc2ccccc2)C1=O	93.7	81.8	106.6	89.6	111.3	96.6	101.4	100.3
38	C/C(Cc1ccc(Cl)cc1)=C(/c1ccc(Cl)cc1)c1ccc(OCCCN(C)C)cc1	98.2	103.7	89.3	96.2	100.8	103.2	97.4	107.2
39	CCN1C(=O)N(CC)C2Nn3c(s/c(=C\c4ccc(F)cc4)c3=O)=NC21 (stereo not drawn)	106.5	92.4	106.5	104.5	98.6	113.2	97.3	108.7
40	O=C(Cc1cccc(OC(F)(F)F)c1)Nc1ccc(CCCCc2nnc(NC(=O)Cc3ccccn3)s2)nn1	85.6	75.1	78.9	86.7	87.3	86.9	65.0	76.3
41	Cc1c2ccccc2nc2cc3c(cc12)[C@H]1CC[C@]2(C)C(=O)CC[C@H]2[C@@H]1CC3	103.5	123.8	101.0	97.6	103.8	105.9	92.5	95.8
42	CNC(=O)c1cc(N2CCc3cc(NC(=O)Nc4ccc(N5CCN(C)CC5)c(C(F)(F)F)c4)ccc32)ccn1	97.4	107.5	96.2	95.3	nt	84.6	95.9	83.4
43	N#Cc1nc(-c2ccccc2)oc1S(=O)(=O)N1CCN(c2ccccc2)CC1	97.5	105.3	78.9	112.4	111.0	106.6	81.3	99.5
44	CCC(=O)c1cc(-c2cc(C(=O)CC)[nH]n2)n[nH]1	101.0	102.8	103.4	100.4	104.9	117.8	105.8	107.8
45	Cc1ccc(NC(=S)Nc2ncccc2OCc2cccc(F)c2)cc1	94.5	93.5	90.5	91.7	104.6	101.8	98.7	82.5
46	O=c1oc2c(cnc3ccccc32)cc1-c1ccc(F)cc1	105.0	109.8	109.3	96.8	115.4	115.5	115.4	113.1
47	COc1ccc2sc3cc(Cl)ccc3c(=O)c2c1	90.2	91.8	96.0	101.0	96.3	99.5	94.6	95.0
48	c1ccc(-c2n(Cc3ccc4ccccc4n3)c3ccccc3[n+]2Cc2ccc3ccccc3n2)cc1	73.4	nt	-34.3*	12.8	0.9*	17.5	7.7*	7.6*
49	Oc1[nH]c2ccccc2c1/C=c1/ccc2c(c1)N=C(c1cc(F)cc(F)c1)N=2	61.4	85.0	63.3	85.0	55.9	72.1	76.9	57.8
50	COc1cc(Cl)cc(-c2nn(C(=O)NCCN3CCOCC3)cc2-c2ccncc2)c1	60.9	48.7	61.5	99.5	20.3	86.1	72.9	101.5
51	COC1=CC(c2ccc[nH]2)=N/C1=C\c1[nH]c(C)c(C(=O)CCCCC(=O)NC(C)(C)C)c1C	30.1	101.7	nt	48.3	18.4	51.5	28.2	39.6
52	Cc1ccc(NC(=O)Nc2ncn[nH]2)c(C)c1	100.4	105.7	95.3	98.0	103.5	99.1	99.3	109.0
53	O=C(CSc1nc2ccccc2c(=O)n1CCc1ccccc1)c1ccc(F)cc1	90.9	91.4	79.1	115.3	123.7	98.4	69.6	104.9
54	C[C@]12CC[C@@H]3c4ccc5nc6ccccc6cc5c4CC[C@H]3[C@@H]1CCC2=O	71.1	94.4	76.0	81.4	79.3	97.2	77.3	98.8
55	CCCNC(=O)c1c(NC(=O)C23CC4CC(CC(C4)C2)C3)sc2c1CCCC2	93.0	99.4	99.0	96.4	104.4	107.2	87.7	106.8
56	CCOC(=O)CC(CC(=O)OCC)(C(=O)OCC)C(=O)OCC	99.1	113.2	114.4	141.2	104.7	114.2	104.8	102.8

Limited to NCI/ADR-RES, for some of the entries so far:
item	SMILES	NCI/ADR-RES
45	Cc1ccc(NC(=S)Nc2ncccc2OCc2cccc(F)c2)cc1	94.5
54	C[C@]12CC[C@@H]3c4ccc5nc6ccccc6cc5c4CC[C@H]3[C@@H]1CCC2=O	71.1

Further entries.
cpd	Structure	NCI/ADR-RES	SK-OV-3	IGROV1	OVCAR-5	OVCAR-3	DU-145	OVCAR-8	OVCAR-4
57	Cc1[nH]c(-c2cccc(C(N)=O)c2)c2c1C(=O)CCCC2	95.6	nt	96.9	84.7	99.2	94.8	89.7	80.6
58	COc1ccc(Nc2nc3ccccc3s2)cc1	102.6	91.0	106.7	103.0	104.3	100.7	101.8	99.1
59	COc1cc(/C=N/NC(=O)c2ccc(-n3cc(-c4ccccc4)nn3)cc2)cc(OC)c1OC	80.8	73.7	57.0	105.1	93.0	56.9	49.0	45.8
60	Nc1c(C(=O)Nc2cccc(F)c2)sc2nc3c(cc12)C(=O)CCC3	13.3	25.6	44.1	38.2	-3.4*	-12.7*	63.9	57.8
61	Cc1ccnc(NS(=O)(=O)c2ccc(NC(=O)CSc3nc4ccccc4c(=O)n3-c3ccccc3)cc2)n1	99.2	105.5	104.8	104.5	109.3	111.8	99.5	100.3
62	OCc1ncc(-c2ccccc2)s1	22.1	99.4	112.6	92.2	101.0	107.5	107.0	97.5
63	COc1ccc(N=Nc2c(N)nn3c(N)c(C#N)c(-c4ccc(F)cc4)nc23)cc1	25.1	43.1	76.9	95.9	103.4	58.8	29.6	50.9
64	O=C(C1CN(c2cccc(Cl)c2)N(c2cccc(Cl)c2)C1=O)N1CCCCC1 (stereo not drawn)	78.1	86.6	80.7	83.5	100.7	93.0	90.1	84.7
65	O=C(NC1CCCCC1)c1ccccc1Cl	101.3	104.7	105.9	104.6	108.1	109.4	110.1	106.6
66	O=C1[C@@H](OS(=O)(=O)CC(F)(F)F)[C@H](c2ccc(F)cn2)N1c1cc2c3ccccc3ccc2c2ccccc12	72.2	95.8	70.0	104.2	49.3	84.5	78.6	86.3
67	CCOC(=O)c1c(C)nn(-c2ccc(F)cc2)c1NC(=S)Nc1ccccc1	108.7	96.7	102.1	113.9	104.3	110.5	nt	100.1
68	O=[N+]([O-])c1ccc(-c2cc3c(NCCc4ccccc4)ncnc3s2)cc1	89.4	73.2	104.2	102.7	96.9	96.3	75.1	77.1
69	Cc1cc(C)c(-c2cc(O)c(C)cc2O)c(C)c1	95.2	101.4	70.8	103.6	96.2	102.0	93.8	85.4
70	COc1cc(CNC(=O)CCCC/C=C/C(C)C)ccc1OCc1cn(-c2cc(OC)c(OC)c(OC)c2)nn1	91.7	89.9	103.4	109.2	103.2	102.4	88.2	103.0
71	Cc1[nH]nc2ccc3nc(-c4cnn(CCO)c4)c4c(c3c12)CCCC4	73.5	9.6*	44.5	90.4	90.2	37.9	48.7	63.1
72	C1CCC2OCOCC2C1 (stereo not drawn)	106.6	112.9	114.3	101.6	109.9	107.7	103.2	114.0
